HT1080-NT tox: qHTS for induction of synthetic lethality in tumor cells producing 2HG: qHTS for the HT-1080-NT fibrosarcoma cell line; actives 1.6% (n = 360,000); HT-1080-NT fibrosarcoma viability, CellTiter-Glo ATP luminescence, 48 h; Potency, µM (highest dose often 46.1 µM), inactives show top-dose activity, negative = less viability, usual class: cytotoxic;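 further: NT is the 2HG producing partner of a matched IDH1 knockdown line; potency means the concentration at half of the fitted maximal effect; 0% = DMSO-treated cells and -100% = media-only wells without cells; nearly all actives have a fitted effect of over 55% in size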
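Luminescent CellTiter-Glo readout after 48 hours of compound exposure at 37 degrees C defined viability of HT-1080-NT cells. Activity was normalized to DMSO wells and cell-free media wells; concentration-response curves were fitted and assigned curve classes.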
SW480 rerep: A quantitative high throughput screen for small molecules that induce DNA re-replication in SW480 colon adenocarcinoma cells; actives 1.8% (n = 340,000); Potency, µM (highest dose often 46.1 µM), without a hit: at the highest dose re-replication activation, most hits filed as activators; SW480 DNA re-replication, Hoechst DNA content imaging, 48 h; further: potency means the concentration at half of the fitted maximal effect; % of control where 0% means no effect; nearly all actives have a fitted effect of over 55% in size
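250 cells/well; 23 nL cpd via pin tool; 48 hr, 37 C, 5% CO2; Hoechst 40 min; imager read of total nuclear intensity, ex 405/em 500-530 nm.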
KB-V1 MDR tox: qHTS assay for MDR1-selective chemotherapeutics: Primary screen using the drug-selected MDR subline cells KB-V1 | Potency, µM (titrated, usually from 46.1 µM), for the others: at the highest dose activity change, negative = cytotoxicity, usual class: cytotoxic | AID 1347076, 2019 | KB-V1 MDR cells viability, CellTiter-Glo, 72 h | actives 3.4% (n = 400,000); further: potency means the concentration at half of the fitted maximal effect; on the % scale 0 is the no-effect control and ±100 the full control effect; nearly all actives have a fitted effect of over 60% in size
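Following 72 h at 37 degrees C with compound, KB-V1 cell viability was read by CellTiter-Glo luminescence, medium being phenol-red-free DMEM plus 10% FBS; concentration-response parameters came from normalized, curve-fitted qHTS data.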
S2 tox: Viability Counterscreen for Primary qHTS for Inhibitors of ATXN expression; AID 651635, 2014; actives 0.49% (n = 400,000); S2 cells (HEK-293 line with an ATXN2-luciferase reporter) viability, CellTiter-Fluor protease fluorescence, 24 h; Potency, µM (titrated, usually from 56.7 µM), actives largely listed as cytotoxic; further: potency means the concentration at half of the fitted maximal effect; nearly all actives have a fitted effect of over 40% in size
MCF10A rerep: A quantitative high throughput screen for small molecules that induce DNA re-replication in MCF 10a normal breast cells; actives 2.9% (n = 350,000); AID 624296, 2012; MCF 10A DNA re-replication, Hoechst nuclear intensity, 48 h; Potency, µM (top dose mostly 46.1 µM), inactives show top-dose activity, positive = re-replication, hits mostly activators; further: potency means the concentration at half of the fitted maximal effect; % of control where 0% means no effect; nearly all actives have a fitted effect of over 50% in size
ATXN2 expr inh: Primary qHTS for Inhibitors of ATXN expression | HEK-293 ATXN2-luciferase reporter, luminescence, 24 h | Potency, µM (top dose mostly 57 µM), without a hit: top-dose activity change, negative = inhibition, usual class: inhibitors | actives 0.72% (n = 360,000) | AID 1745845, 2022; further: potency means the concentration at half of the fitted maximal effect; on the % scale 0 is the no-effect control and ±100 the full control effect; nearly all actives have a fitted effect of over 55% in size
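ATXN2-luciferase reporter cells (luciferase flanked by upstream and downstream ATXN2 gene portions) were treated 24 h at 37 °C with compounds at up to 57 uM. SteadyGlo luminescence gave expression; GF-AFC fluorescence gave viability.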
IL-1B inflam inh: qHTS for Inhibitors of Inflammasome Signaling: IL-1-beta AlphaLISA Primary Screen; THP-1 LPS/ATP IL-1B secretion, AlphaLISA, 16 h; stronger effect = lower value; activity change, % at 57.5 µM; actives 4.7% (n = 360,000); AID 743279, 2014; in the data active means activity change below about -50%; inconclusive means mostly about -30% to -49%; further: on the % scale 0 is the no-effect control and ±100 the full control effect
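Secreted IL-1B measured by AlphaLISA bead assay after 16 h compound exposure of THP-1 cells; compounds (final up to 57.5 uM) added 1 h before LPS (250 ng/mL) and ATP (1.25 mM) stimulation; lower signal means less secretion.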
KB-3-1 tox: qHTS assay for MDR1-selective chemotherapeutics: Primary screen using the parental adenocarcinoma cell KB-3-1. actives 1.4% (n = 400,000). AID 1347075, 2019. KB-3-1 viability, CellTiter-Glo ATP luminescence, 72 h. Potency, µM (top dose mostly 46.1 µM), inactives show at the top dose activity change, negative = cytotoxic, usual class: cytotoxic; further: potency means the concentration at half of the fitted maximal effect; on the % scale 0 is the no-effect control and ±100 the full control effect; nearly all actives have a fitted effect of over 60% in size
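Cells are dispensed, compounds pinned in, plates held at 37 °C for 72 h, then CellTiter-Glo is added and luminescence read after 10 minutes. Cell line: parental KB-3-1 in phenol-red-free DMEM, 10% FBS.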
HT1080 IDH1KD tx: qHTS for induction of synthetic lethality in tumor cells producing 2HG: qHTS for the HT-1080-IDH1KD cell line; HT-1080 IDH1 knockdown viability, ATP luminescence, 48 h; Potency, µM (doses to about 46.1 µM), without a hit: at the top dose activity, negative = toxicity, actives largely listed as cytotoxic; actives 2% (n = 360,000);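 further: potency means the concentration at half of the fitted maximal effect; 0% = DMSO wells and -100% = cell-free medium wells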
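CellTiter-Glo luminescence after 48 h compound exposure at 37 degrees C of IDH1-knockdown HT-1080 cells in 5% FBS RPMI. %Activity scaled between DMSO wells and cell-free media wells, with curves fitted and assigned curve classes.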
* marks the source's active call; other numbers are inactive results; i = inactive; ? = inconclusive; · = no result given; [ ] = remark or other dose. Unless noted, the call rests on the fitted dose curve; in most records, active means well fitted curve in the direction sought with a large enough effect; inconclusive means small, poorly fitted or top-dose-only effect, or another doubt; inactive means no such curve, though single readings can be large; an effect the other way counts as inactive or inconclusive.

SMILES	HT1080-NT tox	SW480 rerep	KB-V1 MDR tox	S2 tox	MCF10A rerep	ATXN2 expr inh	IL-1B inflam inh	KB-3-1 tox	HT1080 IDH1KD tx
O=C(Nc1ccccc1)N1CCCCC1c1cccnc1 (stereo unspecified)	20%	-4%	4%	?	-2%	0%	-1	2%	16%
O=C(/C=C\Nc1ccc2c(c1)OCO2)c1ccc2c(c1)OCO2	?	3%	1%	i	21µM*	?	-3	0%	?
COCc1c(C(=O)OCC(=O)c2ccc[nH]2)oc2ccccc12	2%	-5%	-2%	i	-29%	8%	-2	1%	8%
Fc1cc(Cl)ccc1NC1=NCCCCC1	3%	-10%	?	i	0%	-24%	-67*	1%	1%
O=C(/C=C/c1ccccc1[N+](=O)[O-])N1CCc2ccccc2C1	-4%	-8%	?	?	-2%	31%	-53*	-20%	-10%
Cc1ccc(OCC(=O)Nc2nnc(C3CCCO3)s2)c(Br)c1 (stereo unspecified)	19%	-1%	?	i	6%	13%	-17	2%	5%
Fc1cccc(NC(=S)NCCCN2CCOCC2)c1	18%	-7%	1%	i	-2%	-9%	7	3%	9%
NC(=O)C1CCN(C(=O)/C(=C/c2ccco2)NC(=O)c2ccccc2)CC1	18%	-10%	2%	i	0%	3%	11	0%	14%
CC(Sc1sc(=S)sc1SC(C)C(=O)O)C(=O)O (stereo unspecified)	12%	-6%	7%	?	-3%	-9%	17	0%	4%
O=c1c2cc3c(cc2n(Cc2cccc(F)c2)c(=O)n1Cc1nc(-c2ccccc2)no1)OCO3	·	·	-9%	i	·	7%	·	-1%	·
Cc1cccc(-c2nnc(SCC(=O)Nc3cccc(C(=O)N4CCOCC4)c3)n2C)c1	17%	0%	?	i	-2%	-15%	18	1%	9%
COC(=O)C[C@@H]1CC[C@H](NC(=O)Nc2cccc(F)c2)[C@@H](CO)O1	20%	·	2%	·	·	·	6	-2%	17%
CCC(CC)C(=O)N1CC(=O)Nc2ccc(C)cc2C1c1ccccc1 (stereo unspecified)	-8%	-8%	15%	i	-2%	1%	14	6%	2%
CC(C)(C)NC(=O)Cn1ccc(=N)c2ccccc21	-3%	-4%[9.22 µM]	?	i	-1%	-8%	-1	-16%	-7%
C/C(CC(=O)Nc1ccc(Cl)c(C(F)(F)F)c1)=N\NC(=O)c1cnccn1	?	-3%	-18%	i	?	-24%	-72*	-16%	?
COc1ccc(N2C(=NC(=O)C3CC3)SC3CS(=O)(=O)CC32)cc1Cl (stereo unspecified)	-4%	-23%	-11%	i	-2%	·	-18	0%	2%
COc1ccc(CNC(=O)Cc2csc(NC(=O)Nc3ccccc3OC)n2)cc1	-3%	-2%	-28%	i	?	9%	?	-6%	-15%
Cc1ccc(NC(=O)CCC(=O)NNC(=O)c2ccccc2)c(C)c1	11%	-8%	?	i	-9%	7%	-11	-1%	-2%
CCOC(=O)c1ccc(NC(=O)c2ccc(C)c(S(=O)(=O)N3CCOCC3)c2)cc1	?	2%	?	28µM*	?	25µM*	-14	?	?
CCOc1ccc(-c2cc(N3C(=O)Nc4ccccc4N3O)n[nH]2)cc1	16µM*	?	5%	i	?	-22%	0	-11%	21µM*
CCCn1nc(C(=O)N2CC(=O)Nc3ccccc32)c2ccccc2c1=O	?	15µM*	21µM*	i	15µM*	-13%	41	8.2µM*	?
N#C[C@H]1C(O)C(O)c2ccccc2N1C(=O)c1ccccc1 (stereo partly specified)	8%	-7%	0%	i	-4%	5%	27	0%	7%
CCOc1ccccc1N(CC(=O)Nc1ccc2c(c1)OCCO2)S(C)(=O)=O	6%	0%	-27%	i	3%	2%	-1	7%	7%
Cn1cccc1C(=O)OCC(=O)Nc1ccc2[nH]c(=O)[nH]c2c1	1%[9.24 µM]	-16%	0%	i	10%	2%	15	13%	-2%
CC(C)NC(=O)C1CCCN(c2nnc(-n3cccc3)s2)C1 (stereo unspecified)	-3%	-7%	3%	i	1%	-2%	-25	?	-1%
CCOc1cc(N2CCOCC2)c(OCC)cc1NC(=O)CSc1nnc(N)s1	1%	-5%	25%	i	-28%	-16%	56	0%	4%
COc1ccccc1NC(=O)c1c(NC(=O)c2ccccc2Cl)sc2c1CCC2	·	·	11%	i	·	-11%	·	-8%	·
CC(Sc1nnc(Cn2c(=O)sc3ccccc32)n1C)c1ccccc1 (stereo unspecified)	-7%	-4%	-15%	i	-4%	-11%	7	-23%	0%
COC(=O)C[C@H]1C[C@H]2c3cc(NC(=O)CC4CC4)ccc3O[C@H]2[C@H](CO)O1	4%	·	?	i	·	1%	22	4%	4%
CC(C)N(C)CCOC(=O)/C=C/c1ccccc1	3%	-63%[inhibitor]	?	i	-10%	-1%	-4	?	0%
O=C(NCCO)c1cccc(-c2ccc3nncn3c2)c1	25%	·	5%	?	·	-2%	24	0%	17%
Cc1cc(C)cc(N(CC(=O)NC2CCCC2)C(=O)CCC(=O)Nc2nc(C)cs2)c1	-8%	0%	-27%	i	8%	-8%	-10	13%	-3%
COCOCCn1cc(CN2CCS(=O)(=O)N(Cc3ccc(-c4ccc(Cl)cc4)cc3)C(CC(C)C)C2=O)nn1 (stereo unspecified)	?	·	-4%	?	·	?	5	?	?
COc1cc(NC(=O)C2CCCN(S(=O)(=O)c3ccc4c(c3)CCCC(=O)N4)C2)cc(OC)c1 (stereo unspecified)	·	·	0%	i	·	10%	·	20%	·
O=C1CCNc2ccc(-c3ccccc3)cc21	-1%	26%	-16%	i	23µM*	?	0	6%	0%
C/C(CC(=O)Nc1ccc2c(c1)OCCO2)=N\NC(=O)c1ccccn1	6%	-26%	?	i	-5%	12%	-15	3%	-1%
N#C/C(=C\c1ccc2c(c1)OCCO2)C(=O)Nc1nccs1	-2%	-3%	0%	·	3%	6%	11	1%	-5%
COc1ccc(C(=O)N2CCCC(C(=O)N3CCN(c4ccccc4)CC3)C2)cc1 (stereo unspecified)	-4%	-2%	-3%	i	2%	9%	8	-7%	0%
Oc1ccc(/C=N/N2CCCCC2)c(O)c1O	7%	2%	19%	i	-6%	3%	-3	2%	3%
O=C1CCCC(O)=C1N=Nc1ccc(S(=O)(=O)N2CCOCC2)cc1	13%	-9%	0%	i	-17%	-7%	16	-1%	13%

As entered above:
MCF10A rerep result of `Cc1cc(C)cc(N(CC(=O)NC2CCCC2)C(=O)CCC(=O)Nc2nc(C)cs2)c1` reads 8%
IL-1B inflam inh result of `COCOCCn1cc(CN2CCS(=O)(=O)N(Cc3ccc(-c4ccc(Cl)cc4)cc3)C(CC(C)C)C2=O)nn1` (stereo unspecified) reads 5

Further records:
SMILES	HT1080-NT tox	SW480 rerep	KB-V1 MDR tox	S2 tox	MCF10A rerep	ATXN2 expr inh	IL-1B inflam inh	KB-3-1 tox	HT1080 IDH1KD tx
CC(=O)c1sc(NC(=O)C2CSC3(C)CCC(=O)N23)nc1-c1ccccc1 (stereo unspecified)	0%	?	0%	i	?	14%	-5	4%	-2%
Cn1c(=O)c2c(nc(Cl)n2Cc2ccncc2)n(C)c1=O	5%	?	-18%	i	23%	-9%	-23	6%	2%
COc1ccccc1CNC(=O)CC1Sc2ccccc2NC1=O (stereo unspecified)	2%	-3%	?	i	-1%	-4%	11	5%	0%
COc1ccc(CNC(=O)Cc2coc3ccc(C)cc23)cc1	·	·	-2%	i	·	5%	·	-8%	·
Cc1ccc2c(c1)nnn2C1CCN(C(=O)c2ccccc2F)CC1	7%	-4%	0%	i	3%	·	-10	-26%	0%
COCCN1C(=O)c2ccccc2C(C(=O)NCCCN2CCCC2=O)C1c1c[nH]c2ccccc12 (stereo unspecified)	0%	-3%	10%	i	-3%	4%	24	4%	0%
O=C(COC(=O)c1c2c(nc3ccccc13)/C(=C\c1ccco1)CC2)NC1CCCC1	0%	6.5µM*	·	·	?	20%	-13	·	-12%
Cc1ccc(CN2C(=O)C(C)Oc3ccccc32)cc1 (stereo unspecified)	0%	2%	1%	·	-3%	·	21	4%	0%
COc1cccc(-c2ccc(NC(=O)C3CCCN(Cc4cc(C)[nH]n4)C3)cc2)c1 (stereo unspecified)	-17%	-3%	?	i	?	5%	-21	-3%	?
COc1ccc(C2=NOC(C(=O)Nc3ccc4c(c3)OCO4)C2)cc1 (stereo unspecified)	20%	-4%	8%	i	-8%	17%	8	12%	15%
CC(C)(C)c1ccc2c(c1)N(CC(=O)N1CCOCC1)C(=O)CO2	4%	-4%	13%	?	0%	2%	-9	15%	5%
CCOc1ccc(OCCCC(=O)NCCOc2ccccc2OC)cc1	22%	-2%	0%	i	4%	4%	12	-5%	0%
Cc1ccc(OCC(=O)N2CCN(C(=O)c3ccco3)CC2)cc1	1%	-5%	1%	i	2%	7%	-4	-3%	5%
O=c1cnnc(Nc2cccc(C(F)(F)F)c2)[nH]1	-10%	-26%	0%	i	-20%	2%	3	9%	11%
CCOC(=O)c1sc(CS(=O)(=O)c2ccc(Cl)cc2)nc1C	-2%	?	-10%	i	?	-5%	3	-1%	-1%

In the list so far, these contain a cyano group:
SMILES	HT1080-NT tox	SW480 rerep	KB-V1 MDR tox	S2 tox	MCF10A rerep	ATXN2 expr inh	IL-1B inflam inh	KB-3-1 tox	HT1080 IDH1KD tx
N#C[C@H]1C(O)C(O)c2ccccc2N1C(=O)c1ccccc1 (stereo partly specified)	8%	-7%	0%	i	-4%	5%	27	0%	7%
N#C/C(=C\c1ccc2c(c1)OCCO2)C(=O)Nc1nccs1	-2%	-3%	0%	·	3%	6%	11	1%	-5%
